Assay outcomes deposited in PubChem BioAssay by several laboratories.
CRFBP-R2 agonist – CRF-BP/CRF-R2 complex agonism. HEK293 CRF-R2/CRF-BP, calcium dye fluorescence (FLIPR); percent of saturating CRF peptide response. 350,000 compounds, 0.46% hits. activation, % at 13.2 µM;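 active = activation of at least 50%, plus an integration ratio under a set limit after plate pattern correction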;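 note: plate controls were neutral control wells without compound for no effect and CRF at EC100 for full effect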
CRFBP-R2 block – CRF-BP/CRF-R2 complex antagonism | HEK293 CRF-R2/CRF-BP, CRF-induced calcium fluorescence | inhibition, % at 11.8 µM | 350,000 compounds, 0.59% hits | AID 588475;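 active = inhibition of the ligand-induced calcium signal above about 50% at the single tested concentration, limit read from the data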
GalR3 antag – human GalR3 antagonism; O60755; HEK293 GalR3-CNG cAMP membrane potential fluorescence; galR3 body fused to GalR1 C-terminus; inhibition, % at 3 µM; 360,000 compounds, 0.44% hits;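 active = inhibition above the screen-wide average plus 3 SD, cut at about 13% in these data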;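 note: forskolin and galanin both at EC90 stimulate the cells; cAMP rise reported by CNG channel membrane potential dye signal; 0% = forskolin plus galanin with DMSO and 100% = forskolin alone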
Target sequence (O60755 1-299 limits assumed): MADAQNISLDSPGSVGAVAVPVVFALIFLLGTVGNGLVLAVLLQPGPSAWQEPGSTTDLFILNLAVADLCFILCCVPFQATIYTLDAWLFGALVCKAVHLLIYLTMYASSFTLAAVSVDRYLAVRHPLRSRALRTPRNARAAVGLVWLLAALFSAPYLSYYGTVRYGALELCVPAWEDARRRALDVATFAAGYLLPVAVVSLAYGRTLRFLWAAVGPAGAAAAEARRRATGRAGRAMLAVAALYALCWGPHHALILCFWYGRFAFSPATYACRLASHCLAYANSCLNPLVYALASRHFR
* = called active by the depositor.

CRFBP-R2 agonist,CRFBP-R2 block,GalR3 antag,Structure
1.2,3,-2,CCOC(=O)N1CCN(C(=O)COC(=O)CNC(=O)c2ccc(OCC)c(OCC)c2)CC1
-1.0,-3,-7,COC(=O)[C@]1(Cc2ccccc2)N[C@H](CN(C)C(=O)c2ccc(F)cc2)[C@@H]2C(=O)N(Cc3ccccc3)C(=O)[C@@H]21
-0.2,-5,-7,CCn1c(SCC(=O)NC2CC2)nc2ccccc21
1.0,-17,-4,Cc1nc(N)nc(N)c1Oc1ccc(Cl)cc1
0.1,2,-5,C#CCN(C[C@H]1[C@H](OC(=O)NCC2CCCCC2)[C@H](OC(=O)NCC2CCCCC2)C[C@H]2C(=O)N(c3ccccc3)C(=O)[C@@H]12)S(=O)(=O)c1ccc(C)cc1
-0.2,15,-3,CC(C)=CCC/C(C)=C/COc1c2occc2cc2ccc(=O)oc12
-2.4,6,-1,O=C(C[C@H]1C/C=C\C[C@H](Cc2ccc(F)cc2)C(=O)OC[C@@H]2CCCN2C1=O)N[C@H](CO)Cc1ccccc1
-0.3,-1,-5,COc1ccc(CN2C(=O)C(Cc3ccccc3)Nc3ncnc(N4CCOCC4)c32)cc1 (centres undefined)
0.4,-6,1,Cc1nn(-c2ccccc2)c(C)c1C(=O)OCC(=O)N(C)c1ccccc1
1.3,5,-3,O=C(c1ccc(Cl)c(S(=O)(=O)N2CCCC2)c1)N1CCCC(C(F)(F)F)C1 (centres undefined)
2.4,-13,-4,O=C(NCCCN1CCCC1=O)C1CCN(S(=O)(=O)c2cccc(C(F)(F)F)c2)CC1
-1.4,11,0,COc1cccc(CN2C(=NC(=O)C3CCCO3)SC3CS(=O)(=O)CC32)c1 (centres undefined)
-0.6,10,-3,C[C@@]12CC[C@H]3OC(=O)C=C3C1CC[C@@]13CC(CCC12)[C@](CO)(O[C@H]1O[C@H](CO)[C@@H](O)[C@H](O)[C@H]1O)C3 (some centres undefined)
-5.7,-36,-5,CN(CC(=O)Nc1c(Cl)cccc1Cl)C(=O)c1ccccc1-c1nc2ccccc2s1
-0.9,4,2,N#Cc1cccc(NCC(=O)Nc2cccc(S(=O)(=O)N3CCCCC3)c2)c1
0.2,-3,0,Cc1cccc(NC(=O)c2cc(S(=O)(=O)N3CCCCC3)ccc2Cl)n1
-4.4,14,-3,COc1ccccc1CCC(=O)OCC(=O)NCc1ccc(OC)c(OC)c1
3.8,1,-2,Cc1ccc(N2CC(NC(=O)C3CC3)CC2=O)cc1 (centres undefined)
2.5,12,-1,O=S(=O)(c1ccc2ccccc2c1)N1CCN(S(=O)(=O)c2c(F)cccc2F)CC1
-1.7,22,-8,O=C(CCc1c[nH]c2ccccc12)OCC(=O)c1ccccc1
0.0,-4,-6,Cc1nccn1CCC(=O)NC1CCCc2c1cnn2-c1ccc(C(C)(C)C)cc1 (centres undefined)
0.6,-3,-9,CC1c2cccn2CCN1S(=O)(=O)c1ccccc1 (centres undefined)
0.1,-1,-8,O=C(COC(=O)C12CC3CC(CC(Cl)(C3)C1)C2)Nc1ccccc1
-2.4,7,-2,COc1ccccc1NC(=O)C1CC(C)OC1=O (centres undefined)
0.3,-5,-1,C#CCOCCOCCOCCNc1nc(N2CCOCC2)nc(N2CCN(C(=O)CCCCCCCCCCNC(=O)[C@H](CO)n3cc(CCCCCN)nn3)CC2)n1

Remaining list, next part.
CRFBP-R2 agonist,CRFBP-R2 block,GalR3 antag,Structure
-0.8,-2,2,CCCCn1c(N)c(N(CC(C)C)C(=O)c2cccc(S(=O)(=O)N3CCCCC3)c2)c(=O)[nH]c1=O
2.0,-16,-2,COc1cccc(S(=O)(=O)N(C)C[C@@H]2OCc3cn(nn3)CCCC(=O)N([C@H](C)CO)C[C@H]2C)c1
1.0,8,-7,COc1cc(OC)cc(-c2c(-c3cccs3)c3cc(-c4ccc5[nH]ccc5c4)ccc3n2C)c1
-0.9,-16,-5,COc1ccccc1CN1CCNC(=O)C1CC(=O)N(C)C1CCOCC1 (centres undefined)
2.6,5,-1,N#Cc1ccsc1NC(=O)COC(=O)C1=NNC(=O)CC1
-0.7,8,-2,COCCN(CC(=O)Nc1cccc(C)c1C)C(=O)Cn1cnc2ccccc2c1=O
-0.7,4,-4,COc1ccc(C(=O)Nc2cc3c4c(c2)C(C)C(=O)N4CCC3)c(OC)c1 (centres undefined)
2.3,-11,3,CCOc1ccc(NC(=O)CN(C)C(=O)CSCc2c(C)noc2C)cc1OCC
-2.3,7,-6,CC(=O)Nc1ccc(NC(=O)COC(=O)[C@@H]2CCCN2C(=O)c2cccs2)cc1
0.4,5,-5,CCOC(=O)Nc1cc2c(cc1[N+](=O)[O-])-c1ccccc1C2=O
0.4,-2,-7,COc1ccc(NC(=O)COC(=O)/C=C/c2cccs2)c(OC)c1
1.0,-6,-2,NS(=O)(=O)c1cccc(NC(=O)CSc2nnc(C3CC3)n2C2CC2)c1
-0.8,2,-5,Cn1c(=O)c2[nH]c(=S)n(Cc3ccccc3)c2n(C)c1=O
0.1,8,-4,Cc1cccc(NC(=O)CSCC(=O)N(C)Cc2ccc(Cl)c(Cl)c2)c1
1.5,-29,0,Cc1ccc(Cl)c(OCC(=O)Nc2ccccc2N2CCCCC2)c1
-0.5,7,-8,Cc1ccc(C)c(NC(=O)COc2coc(CN3CCc4ccccc43)cc2=O)c1
-0.4,-6,-5,CCN(CC(=O)Nc1ccc2c(c1)OCCO2)CC(=O)Nc1ccc(C)c([N+](=O)[O-])c1
0.2,15,0,COc1ccc(Cn2c(-c3ccccc3C)nc3c(c(=O)c4ccccc4n3C)c2=O)cc1
1.2,-7,-3,O=C(COC(=O)CNC(=O)c1ccccc1)NCCNC(=O)COC(=O)CNC(=O)c1ccccc1
0.1,-3,-1,COc1cccc(CNC(=O)COC(=O)CCc2cc(OC)c(OC)c(OC)c2)c1
-0.2,9,-1,Cc1onc(-c2ccccc2)c1C(=O)OCC(=O)N(CC(C)C)c1c(N)n(Cc2ccccc2)c(=O)[nH]c1=O
0.2,3,-5,O=C1CCC(C(=O)OCC(=O)N2N=C3/C(=C\c4ccccc4)CCCC3C2c2ccccc2)N1 (centres undefined)
-3.4,8,-4,COc1ccccc1CNC(=O)COC(=O)CSc1ccc(F)cc1
-0.1,-9,0,O=C(OCc1nnc(-c2cccs2)o1)c1cccnc1Cl
-0.7,0,-1,CN(C(=O)CSc1nnc(-c2cccs2)n1C1CC1)C1CCS(=O)(=O)C1 (centres undefined)

More compounds
CRFBP-R2 agonist,CRFBP-R2 block,GalR3 antag,Structure
1.4,-8,-4,COc1ccc(NS(=O)(=O)c2cccc(C(=O)NNC(=O)c3ccc(C)o3)c2)cc1
-0.9,0,-4,COc1cc(C(=O)Nc2cc(S(=O)(=O)N3CCOCC3)ccc2N2CCN(C)CC2)cc(OC)c1OC
-1.1,2,-2,CS(=O)(=O)c1ccc(-c2cccc(NC(=O)c3ccco3)c2)nn1
-0.8,-16,4,CCOC(=O)CCCCCC(=O)Nc1ccc2c(c1)C(=O)N([C@H](C)CO)C[C@@H](C)[C@@H](CN(C)C(=O)CCC(F)(F)F)OCCCC[C@H](C)O2
-0.7,12,-4,COc1ccc(S(=O)(=O)N(C)C)cc1NC(=O)c1ccc(OCC2CCCO2)cc1 (centres undefined)
-3.1,0,1,Cc1ccc(S(=O)(=O)Nc2nc3ccccc3nc2N2CCOCC2)cc1
-0.5,-9,-7,O=C(COC(=O)COc1ccc(Cl)cc1)NCc1ccc2c(c1)OCO2
-0.2,1,-4,CCOC(=O)C1CCc2c(ccc3ccccc23)N1CCC#N (centres undefined)
-0.9,3,3,CC(C)N1CC2(CC(c3ccccc3F)=NO2)CN1C(=O)c1ccco1 (centres undefined)
1.4,7,-2,Cn1c(N)c(N=O)c(=O)n(C)c1=S
1.0,-7,-6,COc1cccc(NC(=O)c2ccccc2F)c1
1.9,-2,-3,CCN(CC(=O)Nc1ccc(NC(C)=O)cc1)C(=O)Cc1ccc(S(=O)(=O)N2CCOCC2)s1
0.0,-3,0,O=C(COc1ccccc1[N+](=O)[O-])Nc1cccc(S(=O)(=O)NC2=NCCCCC2)c1
0.9,1,-5,COCCCNC(=O)CC1C[C@H](C(=O)N2CCCCC2)[C@@]2(CCc3ccccc3)c3[nH]c4ccc(OC)cc4c3CCN2C1=O (some centres undefined)
0.5,3,-5,COc1cccc(-c2sc3ccc(OC)cc3c2-c2ccc(O)cc2)c1
0.1,-6,-3,CN(CC(=O)Nc1ccc(F)c(F)c1F)C(=O)Cc1ccc(S(=O)(=O)N2CCOCC2)s1
-4.3,3,-2,CCC(=O)NC(c1cccs1)c1cc(Cl)c2ccccc2c1O (centres undefined)
1.0,11,-4,Cc1ccn2c(=O)nc(SCC(=O)Nc3ccc4c(c3)OCO4)nc2c1
-1.5,0,-8,C[C@H](CO)N1C[C@H](C)[C@H](CN(C)C(=O)Nc2ccc(F)cc2)OCc2cnnn2CCCC1=O
-1.4,20,1,O=C(CNC(=O)c1ccc2c(c1)OCO2)Nc1ncccc1O
-0.2,4,-5,COc1ccc(CCNC(=O)CSc2nc(=O)n3cc(C)ccc3n2)cc1OC
-1.4,-3,6,O=C(CNC(=O)c1ccc(Cl)cc1Cl)OCCCn1c(=O)[nH]c2ccccc21
-0.6,8,-4,CCOc1ncccc1C(=O)OCc1csc(CC(=O)Nc2ccccc2C)n1
1.1,-8,-1,COc1ccc(S(=O)(=O)N(C)C[C@H]2Oc3c(NS(=O)(=O)c4ccc(F)cc4)cccc3C(=O)N([C@H](C)CO)C[C@@H]2C)cc1
-0.9,-9,-5,Cc1ccc(N2C(=O)c3ccccc3C2(O)c2ccccc2)cc1 (centres undefined)

Molecules shown so far that have a furan ring, fused or not:
CRFBP-R2 agonist,CRFBP-R2 block,GalR3 antag,Structure
-0.2,15,-3,CC(C)=CCC/C(C)=C/COc1c2occc2cc2ccc(=O)oc12
1.4,-8,-4,COc1ccc(NS(=O)(=O)c2cccc(C(=O)NNC(=O)c3ccc(C)o3)c2)cc1
-1.1,2,-2,CS(=O)(=O)c1ccc(-c2cccc(NC(=O)c3ccco3)c2)nn1
-0.9,3,3,CC(C)N1CC2(CC(c3ccccc3F)=NO2)CN1C(=O)c1ccco1 (centres undefined)

The listing picks up with the 4 entries that preceded the break.
CRFBP-R2 agonist,CRFBP-R2 block,GalR3 antag,Structure
-1.4,-3,6,O=C(CNC(=O)c1ccc(Cl)cc1Cl)OCCCn1c(=O)[nH]c2ccccc21
-0.6,8,-4,CCOc1ncccc1C(=O)OCc1csc(CC(=O)Nc2ccccc2C)n1
1.1,-8,-1,COc1ccc(S(=O)(=O)N(C)C[C@H]2Oc3c(NS(=O)(=O)c4ccc(F)cc4)cccc3C(=O)N([C@H](C)CO)C[C@@H]2C)cc1
-0.9,-9,-5,Cc1ccc(N2C(=O)c3ccccc3C2(O)c2ccccc2)cc1 (centres undefined)
-0.3,2,-5,CCC(Sc1nc2ccsc2c(=O)n1CCC(=O)O)C(=O)Nc1ccc(Cl)cc1 (centres undefined)
0.6,3,-2,COc1ccc(OC)c(CC(=O)Nc2cc(S(=O)(=O)N3CCCCC3)ccc2C)c1
-7.0,21,-1,O=[N+]([O-])c1ccc(CSCc2ccc([N+](=O)[O-])cc2)cc1
-2.4,35,-2,COc1cc(C=Cc2nnc3c4ccccc4cnn23)cc(OC)c1OC
-2.7,-7,1,Cc1ccc(OCCC(=O)OCC(=O)NC2CCCC2)cc1
2.3,-9,-1,C=CCC[C@H](Cc1ccc(F)cc1)C(=O)OC[C@H](Cc1c[nH]c2ccccc12)NC(=O)[C@@H](CC=C)CC(=O)N(CCO)Cc1ccccc1
0.1,-4,11,CCN(C(=O)CSc1nccc(=O)[nH]1)c1cccc2ccccc12
1.3,-9,-7,CC1CCc2sc(C(=O)NCC(c3ccco3)N3CCCCC3)cc2C1 (centres undefined)
0.6,-11,-9,Oc1c(CNc2ccccc2)cc(COCc2ccccc2)c2cccnc12
-0.6,26,4,Cc1ccc(NC(=O)CNC(=O)c2cccc(Cl)c2)nc1
-0.7,-1,-4,CSc1ccccc1NC(=O)COC(=O)Cn1cc(C(F)(F)F)ccc1=O
-2.3,5,3,O=C(NCC1CCCN1S(=O)(=O)c1cccs1)c1c(F)cccc1F (centres undefined)
2.8,36,-6,CN(Cc1ccccc1)C(=O)c1cccc(NC(=O)Cc2ccc(NC(=O)C3CCN(S(=O)(=O)c4cccc([N+](=O)[O-])c4)CC3)cc2)c1
-1.3,-4,-3,COc1cccc(S(=O)(=O)N(C)C[C@H]2OCc3cnnn3CCCC(=O)N([C@H](C)CO)C[C@H]2C)c1
-0.9,-2,-6,O=C(CNC(=O)c1n[nH]c2ccccc12)Nc1ccc(F)c(F)c1F
-0.5,14,-8,COc1ccccc1N1CCN(CCC(=O)Nc2cccc(F)c2)CC1
1.5,-3,-3,CN1CCN(c2ccc(-c3cccc(NC(=O)COc4ccccc4)c3)nn2)CC1
41,-82,-4,C=CC[C@@H](CC(=O)NCCO)C(=O)N[C@H](COC(=O)[C@H](CC=C)CC(=O)OC(C)(C)C)Cc1c[nH]c2ccccc12
-0.3,-1,0,CC(C)n1cnnc1SCC(=O)NCC(=O)Nc1ccc(F)cc1
-4.0,-15,0,OCC1OC(n2cnc3c(SCc4ccccc4)nc(F)nc32)C(O)C1O (centres undefined)

Exported with tabs: part of the list above.
SMILES	CRFBP-R2 agonist	CRFBP-R2 block	GalR3 antag
CC(C)n1cnnc1SCC(=O)NCC(=O)Nc1ccc(F)cc1	-0.3	-1	0
CN1CCN(c2ccc(-c3cccc(NC(=O)COc4ccccc4)c3)nn2)CC1	1.5	-3	-3

Only part of the results is shown; count on the stated rates, not on these rows.
